Assay outcomes from PubChem BioAssay.
Tb PYK inh: T. brucei pyruvate kinase inhibition | AID 624173 | Q57TT1 | TbPYK enzyme, Kinase-Glo Plus ATP luminescence, 45 min | Potency, µM (titrated, usually from 76.8 µM), without a hit: at the top dose activity, negative = inhibition, most hits filed as inhibitors | hit rate 0.12% among 410,000; active means well fitted inhibition curve with a large enough effect; further: nearly all actives have a fitted effect of over 50% in size
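In this concentration-response screen, enzyme-free wells defined baseline while DMSO plates tracked drift. Each reaction combined TbPYK, substrate, compound and 130 uM ADP for 45 min at room temperature. Kinase-Glo Plus luminescence gave the signal.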
Active calls of the source: *; [ ] = another dose, or the depositor's remark. On the % scale 0 is the no-effect control and ±100 the full control effect; potency means the concentration at half of the fitted maximal effect. Only part of the results is shown, so the mix of outcomes need not match the whole.

SMILES	Tb PYK inh
CC(=O)Nc1cccc(-c2ccnc3c2CC(C(=O)Nc2cccc(NS(C)(=O)=O)c2)O3)c1 (stereo not drawn)	8%
COc1ccc([C@@H]2C[C@H]3[C@@H](CN2S(=O)(=O)c2ccccc2)C(=O)C[C@@H](c2ccccc2F)N3S(=O)(=O)c2ccc(C)cc2)cc1	3%
COC(=O)CC1Oc2ccc(F)cc2-n2cc(-c3ccc(Cl)cc3)nc21 (stereo not drawn)	0%
COc1ccc2c(c1)c1c(c(=O)n(-c3ccccc3C)c(=O)n1Cc1c(F)cccc1Cl)n2C	-12%
O=c1[nH]nc(-c2n[nH]c(=O)o2)o1	2%
O=C1NC[C@H](CCCCN2C[C@H](Cc3ccc(O)cc3)N(CCc3ccccc3)C(=O)C2=O)N(CCc2ccc(O)cc2)C1=O	-6%
CC1(c2nnnn2Cc2ccccc2)CCC(=O)N1Cc1cccc(C(F)(F)F)c1 (stereo not drawn)	2%
CCOc1ccc(CCNC(=O)c2cn(CC)c3ccc(S(=O)(=O)N4CCc5ccccc5C4)cc3c2=O)cc1OCC	0%
O=C(CS(=O)(=O)Cc1ccccc1)c1ccccc1	-12%
CC(C)(C)OC(=O)N1CCC(c2c(C(=O)NCCN3CCOCC3)cnn2-c2ccc(F)cc2)CC1	-9%
CCCCn1c(N)c(N(CCOC)C(=O)c2oc3ccc(Br)cc3c2C)c(=O)[nH]c1=O	5%
CCOC(=O)c1cc(S(=O)(=O)N2CCN(c3cccc(C)c3)C(C)C2)[nH]n1 (stereo not drawn)	-4%
CCN(CC)S(=O)(=O)c1ccc(C(=O)N=c2sc3cccc(OC)c3n2C)cc1	3%
COc1cccc(CN(C)C(=O)c2ccc(S(=O)(=O)Nc3cccc(C)c3C)cc2)c1OC	-2%
O=C(CSC1=Nc2ccccc2C2=NC(Cc3ccccc3)C(=O)N12)Nc1ccccc1F (stereo not drawn)	5%
Cc1cccc(C)c1NC(=O)CNC(=O)c1ccc(N2CCOCC2)c([N+](=O)[O-])c1	2%
CCSc1nc2ccccc2c(OCc2cc(C(=O)OC)ccc2OC)c1C(=O)OC	0%
COc1cc2c(cc1OC(C)=O)C(=O)CCCC2	4%
S=P1(Oc2ccccc2)Nc2ccccc2N1	-7%
Cc1ccc(S(=O)(=O)NCCc2nnc3ccc(SCc4ccccc4C)nn23)cc1	0%

Part of the list above, as comma-separated lines:
compound,Tb PYK inh
O=C1NC[C@H](CCCCN2C[C@H](Cc3ccc(O)cc3)N(CCc3ccccc3)C(=O)C2=O)N(CCc2ccc(O)cc2)C1=O,-6%
CC1(c2nnnn2Cc2ccccc2)CCC(=O)N1Cc1cccc(C(F)(F)F)c1 (stereo not drawn),2%

Further records follow:
SMILES	Tb PYK inh
FC(F)(F)c1ccccc1Cc1c(-c2ccc(Cl)cc2)nc2ccc(Br)cn12	5%
O=C(CSc1nnc2scc(-c3ccc(Cl)cc3)n12)Nc1ccccc1F	0%
CC(C)CNC(=O)C1Nc2ccc(C(F)(F)F)cc2C2C=CCC12 (stereo not drawn)	-9%
COc1cccc(CN(C)CC(=O)N2CCN(S(=O)(=O)c3ccccc3)CC2)c1	-1%
CCOc1ccc(NC(=O)CSc2nc3c(oc4ccccc43)c(=O)n2-c2cc(C)cc(C)c2)cc1	-3%
CCOc1ccc(C(=O)NCC(c2ccco2)S(=O)(=O)c2cccs2)cc1 (stereo not drawn)	-1%
COc1ccc(CNC(=O)c2ccc(NC(=O)N3CCCCc4ccccc43)cc2)cc1	-4%
Cn1c(=O)c(-c2cccc(Cl)c2)nc2cncnc21	6%
CCC1(c2ccccc2)CN(C)C1=O (stereo not drawn)	-6%
CCCNC(=O)C1(C)CCN(Cc2cc(-c3ccccc3)on2)C1 (stereo not drawn)	1%
CC(C)CC1C(=O)N(Cc2cn(CCC3OCCCO3)nn2)CCS(=O)(=O)N1Cc1ccc(-c2ccccc2)cc1 (stereo not drawn)	4%
CCOCCC(=O)Nc1ncc(S(=O)(=O)c2ccc([N+](=O)[O-])cc2)s1	4%
COc1ccc(-n2c(=O)c3c4c(sc3n(Cc3ccc(F)cc3)c2=O)CCCC4)c(OC)c1	-8%
O=C(NCc1cccs1)c1ccc(CSc2nc3cccnc3n2Cc2ccc(F)cc2)cc1	2%
Cc1ccc(C)c(NC(=O)CC2NCCNC2=O)c1 (stereo not drawn)	0%
CCOc1ccc(-c2cc(-c3nc(-c4ccc(OC)c(OC)c4)no3)[nH]n2)cc1	5%
O=C(C[C@H]1C[C@@H]2c3cc(NC(=O)c4cccnc4)ccc3O[C@@H]2[C@H](CO)O1)NCc1ccncc1	4%
Cc1cccc(-n2ncc(C(=O)NCc3ccc4c(c3)OCO4)c2C2CCN(C(=O)OC(C)(C)C)CC2)c1	3%[15.4 µM]
CCOC(=O)C1CCN(C(=O)c2ccccc2)C(CC)C1=O (stereo not drawn)	1%
CCOC(=O)N1CCN(C(=O)C[C@@H]2C[C@@]3(C(=O)OCC)CCC=C3N(Cc3ccccc3)C2=O)CC1	-3%
CC(C)(C)C1CCc2oc3ccc(NS(=O)(=O)c4ccc(C(=O)O)cc4)cc3c2C1 (stereo not drawn)	6%
Cc1ccc([N+](=O)[O-])c(OCCCN2CCC(Cc3ccccc3)CC2)c1	10%
CCNc1nc(C)nc2c1cnn2C	-2%
c1coc(-c2nc3ccccn3c2Nc2ccc3c(c2)OCCO3)c1	0%
Cc1ccc(NC(=O)CCC(=O)c2ccccc2)cc1	-10%
Cc1cccc(Cn2c(SCc3ccc(C(=O)NC4CCCCC4)cc3)nc3cccnc32)c1	-6%
COc1cccc(CNC(=O)C2Cc3cc(S(=O)(=O)N4CCCCCC4)ccc3N2C(C)=O)c1 (stereo not drawn)	-8%
COc1ccc(-c2ccc3[nH]c4c(c3c2)CCN2C[C@H]3[C@H](C)ON(C)[C@H]3C[C@@H]42)cc1	1%
COc1ccccc1CNC(=O)CCc1c(C)nn(-c2ccc(N3CCCCC3)nn2)c1C	-5%
O=C(Nc1sc2c(c1C(=O)N1CCCCC1)CCCC2)c1ccccc1Cl	1%
COC(=O)C1CCN(C2CN(Cc3ccc(C)cc3)S(=O)(=O)C2)CC1 (stereo not drawn)	2%
NS(=O)(=O)c1ccc2nc(NC(=O)COc3ccc(Cl)cc3Cl)sc2c1	-1%
CCNC(=O)C1CCCN(Cc2ccc(OCc3ccccc3)cc2)CC1 (stereo not drawn)	0%
O=C(Nc1cccc([N+](=O)[O-])c1)N(c1ccccc1)c1ccccc1	0%
Cc1ccc(CCNC(=O)NCc2noc3ccccc23)cc1	3%
Cc1ccc(-n2nc(C(=O)N(C)Cc3ccccc3)c3c4ccccc4n(C)c3c2=O)cc1	4%
CC1CCCC(CC(N)=O)CC1 (stereo not drawn)	0%
O=C1C=CC(=O)N1Cc1ccncc1	2%
CCCN1C(=O)C(NC(=O)c2ccccc2OC)(C(F)(F)F)C(C(=O)OC)=C1C (stereo not drawn)	-2%
Fc1ccccc1Oc1ncnc2c1oc1ccccc12	-2%
CCOc1ccc(S(=O)(=O)N(CC(=O)Nc2ccc3c(c2)OCO3)c2ccc(C)cc2)cc1	-6%
Cc1cccc(N(CC(=O)NCCSCc2ccc(Cl)cc2)S(C)(=O)=O)c1C	-3%
CC(C)(C)c1cc2nc(NCc3cccc(Cl)c3)ccn2n1	5%
CCCC#Cc1ccc2c(c1)O[C@H](CN(C)C(=O)CC1CC1)[C@H](C)CN([C@@H](C)CO)S2(=O)=O	-17%
CCCCn1nnnc1C1(C)CCC(=O)N1Cc1ccco1 (stereo not drawn)	8%
Cc1oc(-c2ccccc2F)nc1CN1CCC(C(=O)NCCc2ccccc2)CC1	-3%
CCCc1c(C(=O)N/N=C/c2ccc(C)o2)nnn1-c1nonc1N	-5%
COc1ccc2[nH]cc(CCN=C(NC(=O)c3ccccc3C)Nc3nc(C)cc(C)n3)c2c1	-2%
COc1cc(Cn2c3ccc(NC(=O)CC(C)c4ccccc4)cc3c(=O)n2C)ccc1F (stereo not drawn)	-19%
N#Cc1ccccc1S(=O)(=O)N1CCN(Cc2cccs2)CC1	3%
CC1(C)CC(=O)C=C(c2ccc(COC(=O)c3ccc(-c4ccccc4)cc3)cc2)C1=O	-11%
CN(Cc1c(F)cccc1Cl)C(=O)c1cccc(S(=O)(=O)N2CCN(Cc3ccccc3)CC2)c1	0%
Cn1c(=O)c(-c2cccc(Cl)c2)c(O)c2ccccc21	-1%
C=C(C)Cn1c2ccc(NC(=O)NCCc3cccs3)cc2c(=O)n1C	-19%
Cc1ccccc1-n1nc(CO)c(C(=O)NCc2cccs2)n1	3%
CCOc1ccc2ncc3c(-c4cccc(OC)c4)nn(-c4ccccc4)c3c2c1	-8%
CC(C)C1C(C#N)=C(N)Oc2c1c(=O)oc1ccccc21 (stereo not drawn)	-1%
O=C(c1cccs1)c1cn(CCOc2ccccc2F)c2ccccc12	-8%
O=S(=O)(Nc1ccc(Br)cc1F)c1ccc2nc(-c3ccccc3)[nH]c2c1	0%
O=C(c1ccc([N+](=O)[O-])cc1)N1CCc2ccccc21	4%

Arranged by count of non-hydrogen atoms (rising): part of the list above.
SMILES	Tb PYK inh
Cc1cccc(N(CC(=O)NCCSCc2ccc(Cl)cc2)S(C)(=O)=O)c1C	-3%
CCOc1ccc2ncc3c(-c4cccc(OC)c4)nn(-c4ccccc4)c3c2c1	-8%
O=C(CSC1=Nc2ccccc2C2=NC(Cc3ccccc3)C(=O)N12)Nc1ccccc1F (stereo not drawn)	5%
COc1cccc(CNC(=O)C2Cc3cc(S(=O)(=O)N4CCCCCC4)ccc3N2C(C)=O)c1 (stereo not drawn)	-8%
Cc1cccc(-n2ncc(C(=O)NCc3ccc4c(c3)OCO4)c2C2CCN(C(=O)OC(C)(C)C)CC2)c1	3%[15.4 µM]

Next part.
SMILES	Tb PYK inh
CC1CCN(S(=O)(=O)c2cc(C(=O)NCc3ccccc3)n(C)c2)CC1	0%
C[C@@H]1CN([C@H](C)CO)C(=O)CCCn2cc(nn2)CO[C@H]1CN(C)S(=O)(=O)c1ccc(Oc2ccccc2)nc1	5%
COc1ccccc1N1CCN(C(=O)c2c3c(nc4ccccc24)C(=O)N(C2CCCCC2)C3)CC1	0%
O=C(CSc1ncc(S(=O)(=O)c2ccc(Br)cc2)c(=O)[nH]1)NCc1ccccc1Cl	-1%
O=C(Nc1cccc(F)c1)N1CCC2(CC1)CCN(C(=O)c1cnccn1)CC2	-1%
CCOC(=O)C(C)Sc1nc(-c2ccccc2Cl)cc(-c2ccccc2)c1C#N (stereo not drawn)	-12%
COc1ccc(NC(=O)Cn2c(=O)n(Cc3nc(-c4ccccc4)no3)c(=O)c3cc4c(cc32)OCO4)c(OC)c1	6%
Cc1cc(=O)n2c(nc3ccccc32)s1	-9%
O=C1Nc2cc(Cl)ccc2Nc2cscc21	-19%
COC(=O)c1ccc2c(c1)N(Cc1cc(C)ccc1C)C(=O)c1ccccc1S2(=O)=O	-1%[15.4 µM]
COc1ccc(N2CCN(C(c3ccccc3)c3nnnn3C(C)(C)C)CC2)cc1 (stereo not drawn)	-2%
CCOC(=O)C(CC)Sc1ncnc2c1c(-c1ccccc1)cn2-c1ccc(OC)cc1 (stereo not drawn)	-4%
COc1cc(Cl)c(C)cc1NC(=O)CSc1nc2c(c(=O)[nH]1)CCC2	3%
O=C(Cn1c(=O)n(-c2ccccc2Cl)c(=O)c2sc3ccccc3c21)NC1CCCCC1	8%
Cc1ccc(C(=O)Nc2ccccc2C(=O)N2CC(C)OC(C)C2)cc1 (stereo not drawn)	3%
Cc1ccc(NS(=O)(=O)c2ccc3oc(=O)c4ncn(C)c4c3c2)cc1C	-10%
O=C(Nc1nc(OCC(F)(F)F)cnc1/C=C\c1ccccc1)c1ccsc1	0%
O=C(Nc1ccccc1)C1Cc2c(-c3ccccc3Oc3ccccc3)ccnc2O1 (stereo not drawn)	0%
Cc1noc(C)c1NC(=O)N(C)C[C@H]1OCCCC[C@@H](C)Oc2ccc(NS(=O)(=O)c3ccccc3)cc2C(=O)N([C@H](C)CO)C[C@@H]1C	-9%
COCCNC(=O)CCCN1C(=O)CCn2nc(-c3cccn3C)cc21	-2%

The final 5 entries of the section before lead into the next.
SMILES	Tb PYK inh
Cc1ccc(NS(=O)(=O)c2ccc3oc(=O)c4ncn(C)c4c3c2)cc1C	-10%
O=C(Nc1nc(OCC(F)(F)F)cnc1/C=C\c1ccccc1)c1ccsc1	0%
O=C(Nc1ccccc1)C1Cc2c(-c3ccccc3Oc3ccccc3)ccnc2O1 (stereo not drawn)	0%
Cc1noc(C)c1NC(=O)N(C)C[C@H]1OCCCC[C@@H](C)Oc2ccc(NS(=O)(=O)c3ccccc3)cc2C(=O)N([C@H](C)CO)C[C@@H]1C	-9%
COCCNC(=O)CCCN1C(=O)CCn2nc(-c3cccn3C)cc21	-2%
COC(C/C=C\C(=O)[C@H](C)OCc1ccccc1)OC	-12%
CCc1nc2ccc(C(=O)N3CCN(C(C)=O)CC3)cn2c1N(CCC(C)C)CCN(C)C	0%
Cc1ccc(Cl)cc1-c1cc(C(=O)NCc2ccccc2)[nH]n1	-2%
COc1ccccc1N1CCN(c2csc3ccccc3c2=O)CC1	-11%
Cc1cc(C)cc(CC(=O)N2CCC2(C)C(=O)NS(=O)(=O)c2ccccc2)c1 (stereo not drawn)	-3%
C[C@@H]1CN([C@H](C)CO)C(=O)CCCn2nncc2CO[C@@H]1CN(C)S(=O)(=O)c1ccc2c(c1)OCCCO2	3%
Cc1ccc(CN2C(=O)COc3cc(NS(C)(=O)=O)ccc32)cc1	-6%
CCCCOC(=O)c1ccc(NC(=O)COC(=O)CN2C(=O)NC3(CCCC3)C2=O)cc1	5%
Cc1ccc(CN2CCC[C@]3(N[C@H](c4ccccc4)[C@@H]4C(=O)N(C)C(=O)[C@@H]43)C2=O)cc1	-6%
CCc1c(C)c2ccc(O)c(CN3CCN(c4ccc(F)cc4)CC3)c2oc1=O	-4%
CCc1nc2nc(C)cc(Nc3cc(C)ccc3C)n2n1	0%
NC(Cc1ccccc1)c1nn[nH]n1 (stereo not drawn)	-4%
CCOC(=O)c1ccccc1NC(=O)CSc1cn(CC(=O)N2CCOCC2)c2ccccc12	4%
Cc1ccc(CN2C(=O)C(O)(c3c[nH]c4ccccc34)c3cc(Cl)ccc32)cc1 (stereo not drawn)	7%
